Compound activity deposited in PubChem BioAssay by several laboratories.
BoNT-A LC inh2: BoNT/A light chain protease inhibitors, primary screen, biochemical, flow cytometry, MLPCN library | multiplex microsphere protease substrate cleavage | Botulinum neurotoxin type A light chain protease (Clostridium botulinum A str. ATCC 3502) | actives 0.17% (n = 360,000) | inhibition, % at 10 µM | AID 588499, 2011; in the data active means inhibition above about 30%; inconclusive means no clear call, values can overlap the other calls; further: plate controls were buffer without enzyme for full effect and enzyme alone for no effect
BoNT-F LC inh: BoNT/F light chain protease inhibitors, primary screen, biochemical, flow cytometry, MLPCN library | actives 0.22% (n = 360,000) | Multiplex microsphere protease cleavage assay | inhibition, % at 10 µM; in the data active means inhibition above about 35%, passing the limit was not always enough; inconclusive means no clear call, values can overlap the other calls; further: plate controls were buffer without enzyme for full effect and enzyme alone for no effect
FBA Mtb inh: Mtb FBA enzyme inhibitors, primary screen, biochemical, fluorescence, strain H37Rv; inhibition, % at 1 µM; purified M. tuberculosis FBA, fluorescence read-out; AID 588726, 2011; Fructose-bisphosphate aldolase (Mycobacterium tuberculosis (strain ATCC 25618 / H37Rv)), …; actives 2.3% (n = 360,000); in the data active means inhibition above about 27%;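 further: 0% = vehicle and 100% = reference inhibitor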
Target sequence (P9WQA3 whole entry, looked up): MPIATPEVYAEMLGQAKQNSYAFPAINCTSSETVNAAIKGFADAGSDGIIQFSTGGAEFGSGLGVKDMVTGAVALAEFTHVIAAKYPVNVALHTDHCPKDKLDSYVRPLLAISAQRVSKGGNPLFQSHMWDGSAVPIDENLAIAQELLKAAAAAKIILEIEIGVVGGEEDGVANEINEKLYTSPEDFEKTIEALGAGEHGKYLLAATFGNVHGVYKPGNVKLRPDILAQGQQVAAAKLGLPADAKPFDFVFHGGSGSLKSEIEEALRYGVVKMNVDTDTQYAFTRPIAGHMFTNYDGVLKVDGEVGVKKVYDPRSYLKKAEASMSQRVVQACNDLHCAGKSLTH
Mtb BioA inh: M. tuberculosis BioA enzyme inhibitors, primary screen, biochemical, plate reader, single point, HTS; inhibition, % at 9.99 µM; purified M. tuberculosis BioA enzyme; actives 0.096% (n = 360,000); 7,8-diaminopelargonic acid synthase BioA (Mycobacterium tuberculosis); in the data active means inhibition above about 40%; inconclusive means no clear call, values can overlap the other calls
GDH-TPI counter: GDH-TPI coupling enzyme inhibitors, primary screen, artefact control for M. tuberculosis FBA inhibitor project, biochemical, absorbance, full deck; inhibition, % at 4.8 µM; GDH-TPI coupled enzyme counterscreen, NADH absorbance; AID 588335, 2011; actives 1.2% (n = 360,000);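 further: 0% = DMSO wells and 100% = wells lacking the enzyme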
PrPC surface inh: inhibitors of human cell surface prion protein PrPC, primary screen, cell-based, TR-FRET. Major prion protein (Homo sapiens), P04156. TR-FRET read-out. inhibition, % at 13.8 µM. actives 0.43% (n = 370,000); in the data active means inhibition above about 24%; further: 0% = median of the test wells and 100% = reference compound wells
FadD28 binding: inhibitors of FadD28 bisubstrate probe binding, primary screen, biochemical, fluorescence polarization, single point | Mycobacterium tuberculosis FadD28 fatty-acid-AMP ligase | inhibition, % at 12.5 µM | actives 0.22% (n = 360,000) | AID 588549, 2011; in the data active means inhibition above about 8.5%, passing the limit was not always enough; inconclusive means no clear call, values can overlap the other calls
CCHF vOTU inh: CCHFV vOTU protease inhibitors, primary screen, biochemical, Pep-AMC substrate, fluorescence; Crimean-Congo hemorrhagic fever virus L polyprotein viral ovarian tumor (vOTU) protease …; inhibition, % at 11.5 µM; actives 0.55% (n = 370,000); AID 651958, 2012; further: 0% = vehicle wells with enzyme and 100% = no enzyme wells
UGM FP inh: M. tuberculosis UGM enzyme inhibitors, primary screen, biochemical, fluorescence polarization, single point; purified UGM, fluorescence polarization probe displacement; actives 0.06% (n = 320,000); inhibition, % at 10 µM; AID 504406, 2011; in the data active means inhibition above about 10%, passing the limit was not always enough; inconclusive means no clear call, values can overlap the other calls
Target sequence (P9WIQ1 whole entry, looked up): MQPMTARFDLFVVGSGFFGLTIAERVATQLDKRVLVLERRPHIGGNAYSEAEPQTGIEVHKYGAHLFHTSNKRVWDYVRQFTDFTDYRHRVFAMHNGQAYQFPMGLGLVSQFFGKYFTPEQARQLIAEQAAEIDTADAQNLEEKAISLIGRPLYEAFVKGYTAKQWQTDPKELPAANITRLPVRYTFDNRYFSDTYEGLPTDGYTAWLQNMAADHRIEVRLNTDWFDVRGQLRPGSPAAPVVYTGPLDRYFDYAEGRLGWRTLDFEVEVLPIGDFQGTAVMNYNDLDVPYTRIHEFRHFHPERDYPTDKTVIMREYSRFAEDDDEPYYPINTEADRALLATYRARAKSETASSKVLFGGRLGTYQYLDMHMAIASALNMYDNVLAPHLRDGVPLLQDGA
An asterisk follows results filed as active; ? = inconclusive; nt = not tested or not shown; & = joins results of further samples. Unless noted, no stated cut-off is given here; in the data, active means inhibition above about 30%; inactive means the rest.

Fields: FBA Mtb inh	BoNT-A LC inh2	Mtb BioA inh	BoNT-F LC inh	GDH-TPI counter	UGM FP inh	PrPC surface inh	CCHF vOTU inh	FadD28 binding
> COc1ccc([N+](=O)[O-])cc1N=Cc1c(O)n(CCc2ccccc2)c(=O)n(C(C)C)c1=O
→ -3	2.9	nt	1	15	4.2	-3	-10	-2.5
> O=C(Nc1ccn(CCCNCCCN2CCCC2=O)c(=O)n1)OCc1ccccc1
→ 1	-0.2	0.4	2	2	nt	-3	-3	-0.5
> CC(C)(CNC(=O)Cc1ccc(Cl)cc1Cl)N1CCOCC1
→ -2	-1.7	-0.2	-16	5	0.0	5	4	-0.6
> CCCCn1c(N)c(N(CCOC)C(=O)c2cccc(S(=O)(=O)N(C)c3ccc(C)cc3)c2)c(=O)[nH]c1=O
→ -2	-0.9	0.3	13	11	-1.2	0	-6	-3.2
> COc1ccccc1NC(=O)CN1CCC(n2c(C)nc3cc(F)ccc32)CC1
→ -1	0.1	-0.6	3	-1	-1.9	-6	-11	0.6
> O=C(Oc1ccc(/C=N/O)cc1)c1ccccc1
→ 1	-2.9	4.0	-12	6	-3.0	5	10	-3.2
> CC1=C(C(=O)OC(C)C)C(c2cccs2)C(C(=O)OC(C)C)=C(C)N1
→ 2	0.1	-2.5	-9	4	-3.0	7	15	-4.6
> CCc1ccc(C(=O)NNC(=O)c2ccc(=O)n(C)n2)cc1
→ 0	2.4	0.2	-2	7	1.2	2	-4	-1.3
> CCC(C)NC(=O)Cn1c(COc2ccc(Cl)cc2Cl)nc2ccccc21 (stereo not drawn)
→ 5	-0.1	-3.1	-3	3	0.0	3	-4	-1.1
> Brc1ccc2c(c1)-n1nncc1CN(CC1CCCCC1)C2
→ 2	-0.2	-2.2	4	nt	nt	-7	5	-0.2
> Cc1ccnc(NS(=O)(=O)c2ccc(NC(=O)C3CC3)cc2)n1
→ -2	-2.6	-2.1	0	2	-1.9	-5	-2	-0.5
> CSCCC(NC(=O)COc1ccccc1)C(=O)NCc1cccs1 (stereo not drawn)
→ 0	-3.1	1.6	-6	0	2.1	2	17	-3.0
> COc1ccc(C(O)c2ncc(C(F)(F)F)cc2Cl)cc1 (stereo not drawn)
→ 0	-2.3	-0.3	?	2	-0.4	4	-9	-2.2
> COC(=O)c1sccc1NC(=O)c1ccc(C(C)C)cc1
→ 6	-4.6	-5.7	0	-5	1.9	1	1	0.7
> S=C(NCCN1CCCCC1)Nc1ccccc1
→ 1	-0.9	nt	0	5	2.0	2	-10	1.5
> Nc1cc(=O)[nH]c(SCC(=O)N2N=C(c3ccc4ccccc4c3)CC2c2ccccc2)n1 (stereo not drawn)
→ 8	0.0	-0.9	0	27	2.7	7	8	-1.3
> CCCCNC(=O)c1ccc2c(=O)n(CCCOCC)c(=S)[nH]c2c1
→ 1	3.3	-1.8	11	2	-0.6	4	0	0.2
> CCOc1ccc(OCC)c(S(=O)(=O)n2ccnc2C)c1
→ 0	4.5	-0.8	33	12	-1.0	-2	1	0.1
> CN1C(=O)[C@H]2[C@@H](c3ccc(C(F)(F)F)cc3)N[C@]3(CCCN(Cc4ccc(Cl)cc4)C3=O)[C@H]2C1=O
→ -2	-0.4	-2.1	1	0	nt	9	-5	-19
> CSc1ccccc1C(=O)N1CCOCC1
→ 1	0.0	-0.3	1	2	2.7	5	6	0.8
> O=C1NC(=Nc2ccccc2)c2c1cccc2[N+](=O)[O-]
→ 3	-0.2	2.7	0	2	0.6	-9	13	-1.4
> COc1ccc(N2CCN(Cc3nc4c(c(=O)n(C)c(=O)n4C)n3C(C)C(C)=O)CC2)cc1 (stereo not drawn)
→ 2	-0.6	1.4	-6	8	-0.8	-3	-6	0.6
> CCC(=O)c1ccc(OCC(=O)Nc2ccccc2N2CCOCC2)cc1
→ 0	-1.0	9.0	-16	-1	1.4	3	-1	nt
> COc1ccc(/C=C/C(=O)O)cc1S(=O)(=O)N1CCCc2ccccc21
→ 5	-0.1	-2.4	-5	-2	1.2	4	3	-2.2
> COc1ccc(CNC(=O)CCCn2c(SCC#N)nc3cc4c(cc3c2=O)OCO4)cc1
→ -2	2.8	-2.2	0	0	-1.5	2	-2	-2.8
> COc1ccc2c(=O)c(-c3ccc4c(c3)OCO4)coc2c1
→ 0	0.0	-0.1	-4	3	-0.7	2	-4	-0.5
> CS(=O)(=O)N(CCc1ccccc1)CC(=O)NCc1ccncc1
→ -2	1.1	1.7	-4	-3	0.2	-3	5	-2.3
> O=C(Nc1ccc(N2CCOCC2)cc1)C1(S(=O)(=O)c2ccccc2)CC1
→ 1	3.8	-3.2	5	16	0.1	-1	1	0.2
> Fc1ccc(-c2nnc(CN3CCC(c4nc5ccccc5s4)CC3)o2)cc1
→ -4	-0.2	-1.1	5	-2	nt	-2	5	-1.4
> COc1ccc(N2C(=O)CC(N3CCN(C4CCc5ccccc5C4)CC3)C2=O)cc1 (stereo not drawn)
→ -1	-0.7	nt	-7	11	-0.4	-5	-5	-1.0

Part of the list above, set out differently.
COc1ccc2c(=O)c(-c3ccc4c(c3)OCO4)coc2c1
- FBA Mtb inh: 0
- BoNT-A LC inh2: 0.0
- Mtb BioA inh: -0.1
- BoNT-F LC inh: -4
- GDH-TPI counter: 3
- UGM FP inh: -0.7
- PrPC surface inh: 2
- CCHF vOTU inh: -4
- FadD28 binding: -0.5

COc1ccc(/C=C/C(=O)O)cc1S(=O)(=O)N1CCCc2ccccc21
- FBA Mtb inh: 5
- BoNT-A LC inh2: -0.1
- Mtb BioA inh: -2.4
- BoNT-F LC inh: -5
- GDH-TPI counter: -2
- UGM FP inh: 1.2
- PrPC surface inh: 4
- CCHF vOTU inh: 3
- FadD28 binding: -2.2

O=C1NC(=Nc2ccccc2)c2c1cccc2[N+](=O)[O-]
- FBA Mtb inh: 3
- BoNT-A LC inh2: -0.2
- Mtb BioA inh: 2.7
- BoNT-F LC inh: 0
- GDH-TPI counter: 2
- UGM FP inh: 0.6
- PrPC surface inh: -9
- CCHF vOTU inh: 13
- FadD28 binding: -1.4

More compounds follow.
Fields: FBA Mtb inh	BoNT-A LC inh2	Mtb BioA inh	BoNT-F LC inh	GDH-TPI counter	UGM FP inh	PrPC surface inh	CCHF vOTU inh	FadD28 binding
> O=C(NCc1ccc2c(c1)OCO2)c1cc([N+](=O)[O-])ccc1N1CCOCC1
→ -6	-0.6	0.4	-11	14	1.0	nt	nt	-3.2
> CCCCC(=O)Nc1nnc(S(=O)(=O)N(C)Cc2ccco2)s1
→ 2	0.0	-1.7	-1	10	0.4	-5	6	1.3
> Cc1ccc(-n2nc3c(c2NC(=O)c2ccccc2Br)CS(=O)C3)cc1 (stereo not drawn)
→ 0	-0.9	-1.1	-4	0	3.0	4	-2	0.0
> O=C1NC2(CCCCC2)Oc2ccccc21
→ -3	0.1	3.2	-8	10	1.0	5	-6	-4.3
> CCOC(=O)c1cccc(C2=C(CNC(=O)c3nccs3)[C@H]3CC[C@@H](C2)N3Cc2ccccc2)c1
→ 1	-0.2	-1.3	-5	3	nt	-6	2	-0.4
> CCN(Cc1nc2ccccc2c(=O)[nH]1)C(=O)COc1ccccc1Cc1ccccc1
→ 1	1.3	1.4	3	-11	nt	10	17	-9.6
> CCC(=O)N1CCN(c2nc(C)nc3sc(C)c(C)c23)CC1
→ 0	1.4	14	1	0	-0.3	2	3	-3.6
> O=C(CSCc1nc2c(nnn2Cc2ccc(F)cc2)c(=O)[nH]1)Nc1c(Cl)cc(Cl)cc1Cl
→ 0	0.0	nt	-6	-4	-0.7	8	-8	-5.7
> CN1CCN(CC(=O)NC(=O)NC2CCCCC2)CC1
→ 0	0.3	-1.4	5	4	0.7	-6	-3	-1.8
> C[C@@H]1CN([C@@H](C)CO)C(=O)CCCn2nncc2CO[C@@H]1CN(C)C(=O)Cc1ccccc1
→ 0	0.5	0.0&-1.7&-0.1	0	5	nt	-4	-8	-0.2
> O=C1c2cccc3cccc(c23)C(=O)N1CCc1ccccc1
→ 2	-0.4	nt	2	18	1.8	-10	8	-0.4
> CC1=C(C#N)C(NC(=O)c2ccco2)(C(F)(F)F)C(=O)N1 (stereo not drawn)
→ -1	0.0	-2.7	-6	7	-0.6	-1	12	-2.3
> Cc1cc(C)c(NC(=O)c2ccccc2N(C)S(C)(=O)=O)c(C)c1
→ 0	1.0	-0.2	-6	6	-0.8	0	-7	-2.6
> CCOC(=O)C1=C(C)NC(=O)NC1c1ccccc1OCc1c(F)cccc1Cl (stereo not drawn)
→ 0	-1.2	-1.4	-9	0	-1.5	5	17	-2.5
> Cn1ncc(Cl)c1C(=O)N1CCc2ccccc21
→ 1	1.3	nt	3	-2	-2.3	-1	-2	-1.9
> CC(C)(C)C(=O)C1=C(O)C(=O)N(c2ccccc2)C1c1ccccc1 (stereo not drawn)
→ -3	-2.7	-0.5	-17	28	1.8	15	-1	-0.3
> Cc1ccc(C)c(SCC(=O)OC/C(O)=C(\C#N)c2nc3ccccc3[nH]2)c1
→ 2	0.4	nt	-8	10	nt	13	12	-2.5
> COc1ccc(OC)c(C(C)NC(=O)C(C)n2cc([N+](=O)[O-])cn2)c1 (stereo not drawn)
→ 0	0.3	-0.8	3	0	1.4	-6	10	-2.2
> COc1cc(C(=O)OCC(=O)Nc2ccccc2C(=O)NC2CC2)c([N+](=O)[O-])cc1OC
→ 3	-0.3	-0.5	-4	6	-1.6	5	6	-1.3
> CC(=O)c1ccc(NC(=O)CSc2nnc(-c3ccncc3)n2C2CC2)cc1
→ 5	-0.5	-1.3	-10	-2	2.0	-1	-12	-0.8
> Clc1ccccc1Nc1nc(NCc2cccs2)nc2ccsc12
→ 6	-0.1	-0.7	3	14	nt	8	20	-0.6
> O=C(OCC(=O)N1CCc2ccccc21)C1CCCN1S(=O)(=O)c1ccc(Cl)cc1 (stereo not drawn)
→ -1	0.1	-0.7	0	3	3.2	-3	1	-0.6
> CC1CCN(c2cc(N3CCOCC3)c([N+](=O)[O-])cc2F)CC1
→ -6	0.1	3.8	?	10	1.6	-12	12	-4.4
> Cc1[nH]n(-c2ccccc2)c(=O)c1C(c1ccccc1C(=O)O)c1c(C)[nH]n(-c2ccccc2)c1=O
→ 3	-0.8	nt	2	2	0.0	1	4	-0.4
> Cc1nn(Cc2ccc(C(=O)Nc3nccs3)cc2)c(C)c1Cl
→ 1	0.7	1.1	6	1	-1.1	16	3	-6.1
> CCN1CCN(c2ccc(N=Cc3ccc(O)cc3O)cc2)CC1
→ -2	0.7	nt	-20	7	1.6	-1	-10	-0.5
